# MC4R antag cAMP: MC4R antagonists of cAMP signaling, primary screen, cell-based, TR-FRET, antagonist arm of biased-ligand search | AID 540295, 2011 | inhibition, % at 6.5 µM | MC4R-expressing cells, MTII-stimulated cAMP, LANCE TR-FRET | 360,000 tested, 0.48% active | Melanocortin receptor 4 (Homo sapiens), P32245;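 active means inhibition above its plate's cutoff, the mean of tested wells on that plate plus 3 SD, cut at about 29% in these data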;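 further: 0% = Melanotan II alone and 100% = Melanotan II plus saturating MCL0020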
#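 System: U2OS-MC4R stable cell line; Technique: Eu-cAMP/anti-cAMP TR-FRET, emission 671 nm; Repeats: single well per compound; Also added: Melanotan II; Dosing: one concentration, 6.5 µM nominal; Schedule: 30-min compound, 1-h challenge, 1-h detection, room temperature.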
# H9c2 protect: cardioprotection against H2O2-induced cell death, primary screen, uHTS, H9c2 cells, ATPLite luminescence | protection from H2O2 cell death, % at 20 µM | H9c2 cardiomyocytes, H2O2 injury protection, 2 h | AID 588492, 2011 | 360,000 tested, 0.63% active;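 active means compounds giving at least 50% protection of heart cells from peroxide-induced death in the single-dose screen, raw or plate-pattern-corrected value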;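 further: 0% = DMSO wells with peroxide and 100% = DMSO wells without peroxide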
# aDG glyco up: activators of alpha-DG glycosylation, primary screen, uHTS, Pro5-aDG cells, AlphaScreen; alpha-DG glycosylation AlphaScreen (IIH6); 0% Pro5, 100% B10-LARGE cell signal; activation, % at 10 µM; AID 624168, 2012; 360,000 tested, 0.22% active;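 active means activation of at least 8% versus controls, or a plate z-score of at least 8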;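 further: Pro5 are CHO cells carrying HIG-tagged alpha-DG that lacks glycosylation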
# Glyco luc inh: increase of ERlucT glycosylation luciferase signal, primary screen, N-linked glycosylation inhibitor project, D54 ERlucT cells, luminescence, set 2; 360,000 tested, 0.23% active; reporter increase, % at 12.5 µM; D54 ERlucT glycosylation luciferase reporter, 24 h; percent of 100 nM tunicamycin response;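 active means mean luciferase reporter signal, scaled so untreated is 0 and the glycosylation-blocking control 100, at or above a set limit in every replicate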;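 further: luciferase carries N-glycosylation sites so blocking glycosylation raises the light; 0% = median of neutral control wells and 100% = median of 100 nM tunicamycin wells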
# ABHD5 PLIN5 PPI: ABHD5-PLIN5 interaction inhibitors, primary screen, cell lysate, split luciferase complementation, luminescence | Split G. princeps luciferase complementation, 4 h | inhibition, % at 4 µM | 360,000 tested, 0.78% active | AID 602281, 2012;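 active means inhibition above the mean inhibition across every tested compound plus 3 SD, cut at about 22% in these data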;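 further: 0% = DMSO only wells and the 100% control is not disclosed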
# Target sequence (Q00G26 whole entry, looked up): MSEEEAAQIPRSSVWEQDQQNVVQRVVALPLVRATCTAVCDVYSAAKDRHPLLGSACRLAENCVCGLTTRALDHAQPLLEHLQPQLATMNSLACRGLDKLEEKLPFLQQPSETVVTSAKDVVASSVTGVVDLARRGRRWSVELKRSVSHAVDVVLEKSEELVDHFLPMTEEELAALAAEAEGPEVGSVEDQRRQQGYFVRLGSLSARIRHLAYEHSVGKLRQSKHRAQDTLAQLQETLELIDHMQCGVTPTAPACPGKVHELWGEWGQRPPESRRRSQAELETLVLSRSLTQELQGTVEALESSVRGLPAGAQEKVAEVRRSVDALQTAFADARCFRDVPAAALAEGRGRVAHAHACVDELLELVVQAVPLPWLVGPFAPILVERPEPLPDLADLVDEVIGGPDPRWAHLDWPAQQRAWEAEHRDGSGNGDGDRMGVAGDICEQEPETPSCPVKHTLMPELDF
# Target sequence (Q8WTS1 whole entry, looked up): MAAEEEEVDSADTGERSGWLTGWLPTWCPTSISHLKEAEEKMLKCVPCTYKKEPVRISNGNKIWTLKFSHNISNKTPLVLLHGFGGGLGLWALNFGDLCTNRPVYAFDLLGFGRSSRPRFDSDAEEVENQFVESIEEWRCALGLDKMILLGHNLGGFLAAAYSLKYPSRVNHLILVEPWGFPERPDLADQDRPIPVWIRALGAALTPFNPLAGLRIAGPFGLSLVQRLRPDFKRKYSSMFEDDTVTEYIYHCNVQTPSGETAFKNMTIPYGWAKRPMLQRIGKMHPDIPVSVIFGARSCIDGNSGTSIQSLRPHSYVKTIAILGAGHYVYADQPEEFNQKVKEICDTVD
# Exocytosis inh: LAMP-1 surface exposure blockers, TALL-104 cells – cell-based, flow cytometry, MLPCN library, primary screen; TALL-104 LAMP-1 surface exposure; cells stimulated with thapsigargin and PMA; inhibition, % at 10 µM; 360,000 tested, 0.66% active; AID 651702, 2012;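 active means inhibition above about 55%, limit read from the data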
# ABCB6 inh MLPCN: ABCB6 transporter inhibitors, primary screen, K562-ABCB6 cells, flow cytometry, MLPCN library; ATP-binding cassette sub-family B member 6 (Homo sapiens), Q9NP58; K562-ABCB6 porphyrin accumulation, 1 h; active compounds read low; fluorescence ratio to DMSO, % at 10 µM; 360,000 tested, 0.19% active;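 active means fluorescence ratio to DMSO below 75%, the collection mean minus 3 SD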;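 further: signal is porphyrin accumulated inside mitochondria; 100% equals median channel fluorescence of DMSO control wells; lower ratio means ABCB6 inhibition with less porphyrin fluorescence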
# MC4R ag barr: MC4R agonists recruiting beta-arrestin, primary screen, cell-based, luminescence, agonist arm of biased-ligand search | AID 540308, 2011 | Melanocortin receptor 4 (Homo sapiens), P32245 | 360,000 tested, 0.98% active | U2OS MC4R beta-arrestin complementation; percent of melanotan II response, DMSO zero | activation, % at 8.9 µM;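 active means activation above a per-plate cutoff, the mean activation of sample wells on that plate plus 3 SD, cut at about 8% in these data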
# hiPSC survival: enhancers of single-cell hiPSC survival, primary screen, ATPlite luminescence. 360,000 tested, 0.044% active. survival enhancement, % at 20 µM. 100% = ROCK inhibitor wells, 0% = DMSO. AID 602274, 2012; in the data active means survival enhancement above about 18%;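 further: cells exposed to compounds for 16 hours before the ATP read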
# m5-HT2A agonist: mouse Htr2a agonists via beta-arrestin recruitment, primary screen, cell-based, luminescence. AID 624169, 2012. 360,000 tested, 0.66% active. activation, % at 7.6 µM. CHO-K1 mHTR2A beta-arrestin complementation; percent of 30 µM serotonin response;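 active means activation above a run cutoff, the mean activation of all tested compounds plus 3 SD, cut at about 14% in these data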;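 further: 0% = plate median of compound wells and 100% = 30 µM serotonin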
# * marks the source's active call; other numbers are inactive results; x = not tested or not shown.
nr	structure	MC4R antag cAMP	H9c2 protect	aDG glyco up	Glyco luc inh	ABHD5 PLIN5 PPI	Exocytosis inh	ABCB6 inh MLPCN	MC4R ag barr	hiPSC survival	m5-HT2A agonist
1	COc1cc(C(CC(=O)O)n2cnnn2)ccc1OC(C)C (stereo unspecified)	9	2	0.3	2	-1	-4	89	-2.3	0.2	1
2	CCN(CC)CCCNC(=O)C1CCN(C(=O)c2cc3sccc3n2Cc2ccc(F)cc2)CC1	-5	6	-0.1	-4	1	-7	97	-1.2	0.6	-6
3	COc1ccc(C(=O)N2CCCC(Nc3ccc(C)c(C)c3)C2)cc1F (stereo unspecified)	4	3	0.2	1	-1	2	101	-0.6	0.0	-10
4	Clc1ccc2ccc3cccnc3c2n1	0	10	0.1	1	15	4	103	-0.8	-0.3	-2
5	O=[N+]([O-])C(=C1Nc2ccccc2N1)C(Cl)=C(Cl)Cl	-6	12	0.2	2	8	5	100	0.4	-2.9	9
6	CCCN1CCN(C(=O)c2oc3ccccc3c2NC(=O)COc2ccc(OC)cc2)CC1	-4	12	-0.1	-9	2	6	93	0.2	-0.1	-2
7	CCN(Cc1ccccc1)C(=O)COC(=O)c1cc(Cl)nc(Cl)c1	4	4	0.0	2	0	-2	101	-1.3	0.7	-6
8	CCN(CC)CCN(Cc1cc2cc3c(cc2[nH]c1=O)OCCO3)C(=S)NCC1CCCO1 (stereo unspecified)	1	-2	0.1	2	-12	2	99	-2.0	-0.5	3
9	Cc1cc(C)c2c(n1)sc1c(N3CCN(C)CC3)ncnc12	-6	12	0.1	4	5	6	93	-0.7	-0.5	7
10	CCOC(=O)C1CCN(c2c(NCCC(C)C)c(=O)c2=O)CC1	9	0	-0.2	-1	-4	-4	98	-2.1	0.0	4
11	COc1ccc(OCCN2C(=O)c3cccc(N)c3C2=O)cc1	10	-3	0.0	0	5	6	101	-0.2	-0.4	-2
12	O=C(O)CCn1c(CO)nc2ccccc21	13	-2	0.5	-1	-1	-2	99	-2.0	0.3	3
13	CCOc1ccccc1NC(=O)Nc1ccc(Cl)cc1	-1	-13	0.5	-3	7	-1	101	1.3	0.0	0
14	Cc1c(N2C(=O)CSC2c2ccco2)c(=O)n(-c2ccccc2)n1C (stereo unspecified)	15	0	-0.1	-1	2	-2	100	2.0	0.7	-3
15	N#CC(=Cc1ccc(O)cc1)C(N)=C(C#N)C#N	5	27	0.1	5	1	0	100	-1.6	-1.4	0
16	C=CCC(O)c1c(-c2ccccc2)nn(C)c1Cl (stereo unspecified)	8	9	0.1	1	-5	2	100	-0.6	-0.7	4
17	Cc1cccc(C(=O)N/N=C/C(C)Cc2ccc3c(c2)OCO3)c1 (stereo unspecified)	3	0	-0.2	3	0	-2	97	1.8	-1.8	-3
18	COc1cccc(-c2coc3cc4oc(=O)c(CCC(=O)O)c(C)c4cc23)c1	7	2	0.0	2	0	4	96	-0.5	-0.7	-4
19	Cc1cccc(C)c1NC(=O)C1=C(O)c2ccccc2N(C)S1(=O)=O	4	-4	0.1	1	-4	0	107	-2.0	-0.7	2
20	CC(C)CN(C(=O)COC(=O)c1cccc2ccccc12)c1c(N)n(Cc2ccccc2)c(=O)[nH]c1=O	16	6	1.2	-4	-1	-11	100	-3.4	0.1	-3
21	CC(C)(C)c1ccc(C(=O)N/C(=C\c2cccc([N+](=O)[O-])c2)C(=O)Nc2cccc(C(=O)O)c2)cc1	5	-9	0.1	2	1	6	100	-0.3	0.5	-1
22	CCCc1nc(NC2CCCCC2)c(C#N)c2c1COC(C)(C)C2	22	-9	-0.2	-4	-1	-1	97	-0.1	-0.2	-1
23	O=C(c1ccco1)N1CCN(CC(=O)N(C2CCCCC2)C2CCS(=O)(=O)C2)CC1 (stereo unspecified)	13	-1	-0.3	0	5	-2	96	-0.7	-1.4	1
24	CC(C)c1ccc(-c2c(NCCc3ccccc3)c(=O)c2=O)cc1	-5	-4	0.2	-3	10	-12	96	1.1	0.1	-4
25	COc1cc(C2C(C(=O)c3ccc(C)o3)=C(O)C(=O)N2Cc2cccnc2)ccc1O (stereo unspecified)	5	1	-0.1	2	-2	0	96	-1.8	0.7	0
26	CCOc1ccc(NC(=O)C2CCCN(c3c(CC)c(C)nc4ncnn34)C2)cc1 (stereo unspecified)	1	-8	0.3	-1	0	9	95	-0.6	-0.7	6
27	CC1=NN(c2nc(-c3ccccc3)cs2)C(=O)C1	-1	17	0.1	-3	-3	-1	84	-2.1	1.8	-3
28	CC(C)(C)C(=O)COC(=O)C1=NN(c2ccccc2)C(=O)CC1	5	-2	-0.1	3	8	-3	100	0.8	-0.2	6
29	Cc1c(C(=O)NC(=S)Nc2cccnc2)cccc1[N+](=O)[O-]	-1	-2	0.1	3	-19	1	96	-5.6	0.7	3
30	CN(C)CCCNc1ncnc2scc(-c3ccccc3)c12	8	4	-0.1	2	0	-2	100	-0.2	-0.7	0
31	COc1ccccc1C(=O)Nc1cccc(SC)c1	2	-7	0.1	-1	-2	-2	99	-0.7	2.9	2
32	COC(=O)c1sc(N2CCN(Cc3ccccc3)CC2)nc1N	2	-3	0.0	0	-3	4	97	-0.5	-0.8	3
33	Cc1ccc(NC(=O)COC(=O)CSC(=S)N2CCOCC2)cc1	14	-1	-0.1	0	0	0	100	-1.9	-0.5	2
34	CCn1c(NCc2cc(Br)ccc2NS(=O)(=O)c2ccc(C)cc2)nc2ccccc21	13	-28	0.5	-2	-3	-3	105	1.8	2.1	4
35	COc1ccccc1NS(=O)(=O)c1cc(NC(=O)C(C)C)ccc1N1CCCCC1	9	-5	0.0	-1	2	9	99	-0.3	-0.2	-5
36	COc1ccccc1C(=O)NCC(=O)N/N=C/c1cccc(Cl)c1	11	-3	0.3	0	-3	-4	98	-2.0	-0.4	7
37	COc1ccc2nc(SCC(=O)Nc3ccc4c(c3)CCC4)[nH]c2c1	8	-8	0.4	1	-5	-4	99	2.5	1.3	4
38	CS(=O)(=O)Nc1ccc(C(=O)NCCc2ccccc2)cc1	3	-5	-0.3	0	-2	-1	97	0.9	8.8	-3
39	Cc1ncc(C)c2c([N+](=O)[O-])cccc12	3	9	-0.2	0	-3	-4	100	0.6	1.8	-1
40	CCCC(O)(c1ccc(CC)cc1)C(CN1CCOCC1)c1ccccc1 (stereo unspecified)	10	-5	0.1	-7	-3	21	126	3.4	0.5	2
41	CN1OC[C@@H]2CN(S(=O)(=O)c3cccc(C(F)(F)F)c3)[C@H](c3ccc(N4CCCCC4)cc3)C[C@@H]21	x	2	-0.5	-3	-3	2	93	x	0.5	2
42	NNc1nc(-c2ccccc2)nc2sc3c(c12)CCCC3	4	-11	-0.1	-17	1	0	108	0.0	-2.5	-1
43	NC(=O)c1ccc(NC(=O)COC(=O)c2cc([N+](=O)[O-])ccc2N2CCOCC2)cc1	-1	-1	0.0	-1	-3	4	103	-3.5	0.6	-2
44	CC(C)NC(=O)CN(Cc1ccc(F)cc1)C(=O)CCC(=O)Nc1nccs1	2	2	-0.1	0	-9	2	101	-1.9	-0.5	4
45	CCOc1ccc(NC(=O)CCN2CCN(c3ccccc3)CC2)cc1	11	2	0.4	2	1	3	100	-1.1	6.3	9
46	CCCC(=O)N1CCN(c2ccc(NC(=O)c3ccc([N+](=O)[O-])o3)cc2)CC1	-21	-33	0.5	-20	-4	-3	92	-2.3	-0.5	-3
47	O=C(N/N=C\c1cccc(Br)c1)c1ccccc1-n1cccc1	-1	-14	0.0	0	-12	0	93	3.3	2.1	-3
48	CCOc1ccc2nc(Nc3nc4ccc(NC(C)=O)cc4s3)sc2c1	12	-7	1.0	1	5	9	157	-2.2	0.0	1
49	CC1=C(C(=O)Nc2ccccc2C(F)(F)F)C(c2ccc(C)s2)NC(=S)N1 (stereo unspecified)	-1	10	0.9	-3	4	-2	94	-0.8	0.0	-1
50	CC(C)[C@H](NC(=O)c1ccccc1F)C(=O)OCC(=O)NC1CC1	10	-2	0.3	1	7	9	102	-0.5	-0.4	1

# More results.
nr	structure	MC4R antag cAMP	H9c2 protect	aDG glyco up	Glyco luc inh	ABHD5 PLIN5 PPI	Exocytosis inh	ABCB6 inh MLPCN	MC4R ag barr	hiPSC survival	m5-HT2A agonist
51	CC(=O)NC(=S)Nc1ccc([N+](=O)[O-])cc1C	12	4	-0.5	3	-6	7	95	-5.5	-1.3	-1
52	O=C1c2ccsc2SCCN1Cc1ccc(Cl)cc1Cl	3	-11	0.5	-3	1	-9	92	-2.1	0.7	-2
53	Fc1ccccc1-c1cc2ncccc2cn1	-1	-5	-0.2	1	2	0	100	-0.2	0.3	-8
54	O=C(c1ccc2c(c1)[nH]c(=S)n1c3ccccc3nc21)N1CCN(c2ncccn2)CC1	-5	-6	-0.1	-1	0	-3	94	2.3	-2.8	3
55	O=C(CCCCl)NC(=S)Nc1ccc(N2CCOCC2)cc1	3	2	0.2	-6	-9	-3	101	0.0	-0.3	0
56	Cc1nn(Cc2c(F)c(F)c(F)c(F)c2F)c(C)c1NC(=O)c1c([N+](=O)[O-])c(C)nn1C	0	1	0.4	0	6	-4	94	-0.5	4.4	5
57	COC(=O)c1cnc(Nc2nc(CN)cs2)nc1C(F)(F)F	-1	4	1.6	0	-1	-3	85	-0.8	-0.3	5
58	O=C(CCc1ccccc1)NCc1cccnc1	3	-2	-0.2	2	0	2	90	-2.4	-0.3	0
59	CC(=O)Nc1cccc(NC(=O)CCn2c(=O)sc3ccccc32)c1	-1	10	-0.2	x	-4	-4	105	-1.5	0.8	-6
60	CCCCN(CC)C(=O)Cn1cnc2ccc(S(=O)(=O)N3CCC(C)CC3)cc2c1=O	1	6	0.0	3	-2	-1	99	-0.1	-0.8	1
61	O=C(CCCN1CCN(c2ccccc2)CC1)c1ccc(F)cc1	-3	0	-0.3	-1	-9	0	101	1.2	-4.5	-7
62	COc1ccc2oc(C(=O)OCC(=O)N3CCCCC3)c(C)c2c1	-1	-2	0.1	0	-9	-4	96	-1.9	-0.4	6
63	CCCOc1ccc(N2C(=O)CC(NCCNc3ccc(S(=O)(=O)CC)cc3)C2=O)cc1 (stereo unspecified)	17	-3	0.3	1	4	0	97	-0.9	0.1	1
64	O=C(O)c1ccccc1NC(=O)c1cc2ccccc2oc1=O	8	-7	0.2	1	0	-4	101	1.1	-0.5	6
65	CC(C)N=C1NN=C(c2ccc(Cl)c(Cl)c2)CS1	6	-12	0.0	-7	-22	-1	99	-3.1	-0.6	0

# This is a random part of the collection. Share with any hit: about 4.5%.
